KCNQ2 block = KCNQ2 channel blockers in CHO-K1 cells – cell-based, FluxOR thallium flux, B-score, primary screen (AID 2156) | 1.1% of 310,000 active | O88943 | 20 min; stronger effect = lower value | B-score at 10 µM;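 active = fluorescence ratio B-score at most minus 3 library SDs, with starting brightness B-score within 2 library SDs, cut at about -5.5 in these data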
Kir21 inh = blocks the mouse Kir2.1 inward-rectifier potassium channel; P35561; HEK293-Kir2.1, FluxOR thallium flux fluorescence; stronger effect = lower value; B-score at 10 µM; 0.85% of 310,000 active; AID 1672;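 active = fluorescence ratio B-score at or below minus 3 SD of library scores, with starting-brightness B-score within 2 SD, cut at about -4.2 in these data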;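 also: channel flux triggered by added potassium and thallium sulfate stimulus; B-score of peak minus minimum fluorescence over baseline after thallium stimulus; more negative B-score means stronger Kir2.1 block with less thallium influx; some compounds called inactive have numbers as strong as hits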
Target sequence (P35561 whole entry, looked up): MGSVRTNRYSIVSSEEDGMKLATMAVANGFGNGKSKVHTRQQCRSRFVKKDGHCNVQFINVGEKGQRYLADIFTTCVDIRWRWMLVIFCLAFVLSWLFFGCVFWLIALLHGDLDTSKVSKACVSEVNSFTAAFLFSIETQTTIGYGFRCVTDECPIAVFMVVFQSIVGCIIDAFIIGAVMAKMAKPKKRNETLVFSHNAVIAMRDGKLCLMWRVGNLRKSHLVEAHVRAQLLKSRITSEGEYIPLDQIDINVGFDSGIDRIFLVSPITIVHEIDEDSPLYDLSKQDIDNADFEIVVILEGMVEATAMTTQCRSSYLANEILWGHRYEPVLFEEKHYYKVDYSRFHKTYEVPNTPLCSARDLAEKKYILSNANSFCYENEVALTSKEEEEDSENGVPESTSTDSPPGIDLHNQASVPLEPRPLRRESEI
STK33 inh = inhibitors of human STK33 kinase | purified STK33, MBP phosphorylation, ADP-Glo luminescence | inhibition, % at 10 µM | 0.073% of 320,000 active | AID 2661;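 active = inhibition at or above 25%, using the most active replicate where run in duplicate; inactive = inhibition below 25%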
Target sequence (Q9BYT3 whole entry, looked up): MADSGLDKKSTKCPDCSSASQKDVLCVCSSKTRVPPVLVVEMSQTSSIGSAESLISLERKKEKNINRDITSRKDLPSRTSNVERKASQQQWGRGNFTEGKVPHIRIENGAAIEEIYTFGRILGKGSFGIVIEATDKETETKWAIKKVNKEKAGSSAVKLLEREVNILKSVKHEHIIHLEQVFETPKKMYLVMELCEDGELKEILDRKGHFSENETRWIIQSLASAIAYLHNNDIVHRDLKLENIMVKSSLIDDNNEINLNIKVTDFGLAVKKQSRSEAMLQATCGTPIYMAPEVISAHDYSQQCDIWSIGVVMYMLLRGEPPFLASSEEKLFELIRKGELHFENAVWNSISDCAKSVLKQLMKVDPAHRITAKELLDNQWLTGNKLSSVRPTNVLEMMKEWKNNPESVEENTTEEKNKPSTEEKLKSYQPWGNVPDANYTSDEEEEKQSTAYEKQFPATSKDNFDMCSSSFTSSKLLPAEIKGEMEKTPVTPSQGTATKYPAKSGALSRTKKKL
The depositor's hits bear a star.

For CCCCn1c(N)c(C(=S)NC(=O)CC(C)(C)C)c(=O)n(C)c1=O the results were KCNQ2 block inactive, Kir21 inh 0 and STK33 inh -3.4.
Screening Cc1ccc(-n2cccn2)cc1 returned KCNQ2 block inactive, Kir21 inh 0.43 and STK33 inh -2.0.
For C/C=C/C=C\C(=O)Nc1cccc(C2=NOC3(C2)C[C@H](C(N)=O)N(C(=O)CC#N)C3)c1 (stereo not given in full) the results were KCNQ2 block inactive, Kir21 inh 0.22 and STK33 inh 0.9.
Cc1ccc(NC(=O)CSc2nc(=O)n3cc(C)ccc3n2)c(C)c1 was read as KCNQ2 block inactive, Kir21 inh -0.67 and STK33 inh -0.3.
`COC(=O)[C@H](CC(C)C)NC(=O)Nc1ccccc1F` gave KCNQ2 block inactive, Kir21 inh -1 and STK33 inh -1.6.
`Cc1ccc(C2C3C(=O)N(c4ccccc4)C(=O)C3N3CCCN23)cc1` (stereo not given) gave KCNQ2 block inactive, Kir21 inh 0.24 and STK33 inh -2.7.
Cc1cccc2c(=O)c(Br)c(C)n(Cc3ccccc3)c12 was read as KCNQ2 block inactive, Kir21 inh -0.43 and STK33 inh -1.9.
`CCC1=NN(C(=O)Cc2ccc([N+](=O)[O-])cc2)C(O)(c2ccncc2)C1` (stereo not given) gave KCNQ2 block inactive, Kir21 inh -0.19 and STK33 inh 3.1.
Screening CCC(=O)NC(c1cccs1)c1ccc2cccnc2c1O (stereo not given) returned KCNQ2 block inactive and Kir21 inh 1.2.
`Cc1cc(C)cc(N(CC(=O)N2CCCCCC2)S(C)(=O)=O)c1` gave KCNQ2 block inactive and Kir21 inh -0.38.
Screening COc1ccc(S(=O)(=O)N(Cc2cccs2)C2CCCC2)cc1 returned KCNQ2 block inactive, Kir21 inh -0.51 and STK33 inh -1.1.
Screening CCOC(=O)C1CCN(C(=O)c2cccc(C(=O)N3CCC(C(=O)OCC)CC3)c2)CC1 returned KCNQ2 block inactive, Kir21 inh -1.2 and STK33 inh -1.9.
For COc1ccccc1C(=O)N/C(=C\c1cn(S(=O)(=O)N(C)C)c2ccccc12)C(=O)NCCCN1CCOCC1 the results were KCNQ2 block inactive, Kir21 inh -0.01 and STK33 inh -1.2.
Screening COc1cccc(-c2cc(CC3(O)CCN(CCCc4ccccc4)CC3)on2)c1 returned KCNQ2 block inactive, Kir21 inh -2.8 and STK33 inh 1.2.
Screening CC1=C(C(=O)OC(C)C)C(c2ccc(C)o2)C(C(=O)OC(C)C)=C(C)N1 returned KCNQ2 block inactive, Kir21 inh 0.17 and STK33 inh -1.1.
CC(C)CCN1C(=O)CCC1(C)C(=O)NC1CCCCCC1 (stereo not given) was read as KCNQ2 block inactive, Kir21 inh 0.89 and STK33 inh -1.3.
`CCOC(=O)C(C(=O)c1ccccc1)C1CC(C)NC(=S)N1` (stereo not given) gave KCNQ2 block inactive, Kir21 inh 1.1 and STK33 inh 0.5.
Screening O=C(O)c1ccc(-c2nnn(Cc3cccc(C(F)(F)F)c3)n2)cc1 returned KCNQ2 block inactive, Kir21 inh 1.6 and STK33 inh -2.8.
Screening CS(=O)(=O)Nc1ccc2[nH]c(=O)[nH]c2c1 returned KCNQ2 block inactive, Kir21 inh 0.88 and STK33 inh 1.6.
`O=S1(=O)CCC(NC2CCCC2)C1` (stereo not given) gave KCNQ2 block inactive, Kir21 inh 0.63 and STK33 inh -0.9.
Screening CC(NC(=O)c1ccccc1NS(C)(=O)=O)c1ccccc1 (stereo not given) returned KCNQ2 block inactive, Kir21 inh -0.37 and STK33 inh 0.0.
Screening CCCN1CCC(N2CCN(c3cccc(C(F)(F)F)c3)CC2)CC1 returned KCNQ2 block inactive, Kir21 inh -0.31 and STK33 inh 3.7.
For O=C(N/N=C/c1cccnc1)C(O)(c1ccccc1)c1ccccc1 the results were KCNQ2 block inactive, Kir21 inh 0.5 and STK33 inh -0.4.
Cc1ccc(CCSCC(=O)O)cn1 was read as KCNQ2 block inactive, Kir21 inh 1.6 and STK33 inh -2.1.
`Cc1cccc(NS(=O)(=O)c2ccc(C(=O)NCC(c3ccco3)N(C)C)cc2)c1C` (stereo not given) gave KCNQ2 block inactive, Kir21 inh 0.7 and STK33 inh 0.2.
Screening O=S(=O)(c1ccccc1)N1N=C(c2ccc(O)cc2)CC1c1ccco1 (stereo not given) returned KCNQ2 block inactive, Kir21 inh -1.9 and STK33 inh -0.6.
N#Cc1ccc(N2CCc3ccccc3C2)c([N+](=O)[O-])c1 was read as KCNQ2 block inactive and Kir21 inh -0.53.
For CCCCC(=O)Nc1sc2c(c1C(N)=O)CCC2 the results were KCNQ2 block inactive, Kir21 inh 0.95 and STK33 inh 2.8.
Screening CCNC(=O)CSc1nc2cc(S(=O)(=O)Nc3ccc(OC)cc3)ccc2o1 returned KCNQ2 block inactive, Kir21 inh -0.1 and STK33 inh 0.3.
CC(CC(=O)N1CCc2ccccc21)n1cccn1 (stereo not given) was read as KCNQ2 block inactive, Kir21 inh 1.1 and STK33 inh -0.2.
O=C(NCc1ccco1)c1cccc2ccccc12 was read as KCNQ2 block inactive, Kir21 inh -1.2 and STK33 inh -0.3.
`O=C(/C=C/c1ccc([N+](=O)[O-])cc1)NCCSCc1ccco1` gave KCNQ2 block inactive, Kir21 inh 1.1 and STK33 inh -0.4.
Screening CN(C)c1ccc(/C=C/C(=O)c2ccc(O)cc2)cc1[N+](=O)[O-] returned KCNQ2 block inactive, Kir21 inh -0.75 and STK33 inh 4.6.
CCc1ccc(C(=O)OCC(=O)N(CCOC)c2c(N)n(Cc3ccccc3)c(=O)[nH]c2=O)cc1 was read as KCNQ2 block inactive, Kir21 inh 4.8e-16 and STK33 inh -1.7.
Screening Cc1cc(NC(=S)Nc2ccccc2)ccc1Br returned KCNQ2 block inactive, Kir21 inh 0.66 and STK33 inh 0.5.
Screening CCOC(=O)/C(C#N)=C1\C(=O)N(Cc2ccccc2)c2ccccc21 returned KCNQ2 block inactive, Kir21 inh 0.65 and STK33 inh -0.7.
`COc1ccc(CCc2nnc(N)s2)cc1OC` gave KCNQ2 block inactive, Kir21 inh 1.2 and STK33 inh -0.5.
Screening CC(=O)Nc1ccc2c3c(cccc13)CC2 returned KCNQ2 block inactive, Kir21 inh 0.58 and STK33 inh 6.5.
Screening Cc1cc(C(=O)NCc2ccc(S(N)(=O)=O)cc2)c(C)o1 returned KCNQ2 block inactive, Kir21 inh 0.63 and STK33 inh 0.3.
`Cc1cccc(NC(=S)NCc2ccc3c(c2)cc(C)n3C)c1C` gave KCNQ2 block inactive, Kir21 inh 0.5 and STK33 inh 0.3.

In the list so far, these have a CF3 group.
Screening O=C(O)c1ccc(-c2nnn(Cc3cccc(C(F)(F)F)c3)n2)cc1 returned KCNQ2 block inactive, Kir21 inh 1.6 and STK33 inh -2.8.
Screening CCCN1CCC(N2CCN(c3cccc(C(F)(F)F)c3)CC2)CC1 returned KCNQ2 block inactive, Kir21 inh -0.31 and STK33 inh 3.7.

New compounds follow.
Screening Cc1nc(SCC(=O)c2ccc(F)c(F)c2)[nH]c(=O)c1Oc1ccc(Cl)cc1 returned KCNQ2 block inactive, Kir21 inh 1.5 and STK33 inh -0.1.
`O=C(Nc1ccc(OCc2ccccc2)cc1)c1ccccc1` gave KCNQ2 block inactive, Kir21 inh -1.1 and STK33 inh -2.3.
Screening COc1ccc(-c2nc3nc(N)nn3cc2C)cc1F returned KCNQ2 block inactive, Kir21 inh 1.5 and STK33 inh 0.2.
For COc1cc(-c2nnc(SCC(=O)OC3CCCCC3)o2)cc(OC)c1OC the results were KCNQ2 block inactive, Kir21 inh -1.2 and STK33 inh 2.1.
`Cc1ccc(C(=O)OCC(=O)NCCC2=CCCCC2)cc1N` gave KCNQ2 block inactive, Kir21 inh 2.7 and STK33 inh 8.4.
Screening CO/N=C(/c1nonc1N)N1CCN(c2ccc([N+](=O)[O-])cc2)CC1 returned KCNQ2 block inactive, Kir21 inh -1.7 and STK33 inh 0.3.
For CC1=C(C#N)C(=O)N(C)C(C)(C)C1 the results were KCNQ2 block inactive, Kir21 inh -0.23 and STK33 inh 0.1.
For CC(NC(=S)NCc1ccc(F)cc1)C12CC3CC(CC(C3)C1)C2 (stereo not given) the results were KCNQ2 block inactive, Kir21 inh -0.52 and STK33 inh -2.3.
`CCC1CCCCN1C(=O)CCC(=O)Nc1nnc(C(F)(F)F)s1` (stereo not given) gave KCNQ2 block inactive, Kir21 inh -0.67 and STK33 inh -1.4.
For O=C(Nc1cccc(S(=O)(=O)NC2=NCCC2)c1)c1c(F)cccc1Cl the results were KCNQ2 block inactive, Kir21 inh -0.6 and STK33 inh -0.4.
Screening CSC1=NC2C(N1)N(C)C(=O)N2C (stereo not given) returned KCNQ2 block inactive, Kir21 inh -2.1 and STK33 inh 0.3.
CC(=O)N[C@@H](Cc1ccc(OC(F)(F)F)cc1)C(=O)O was read as KCNQ2 block inactive, Kir21 inh 0.76 and STK33 inh -1.2.
`Cc1ccc(N2C(=O)C3C4C=CC(CNC(=S)N5CCN(c6ccccc6)CC5)(O4)C3C2=O)cc1` (stereo not given) gave KCNQ2 block inactive, Kir21 inh 0.19 and STK33 inh -0.9.
O=C(NNC(=O)c1c(F)cccc1F)c1ccccc1OC(F)(F)F was read as KCNQ2 block inactive, Kir21 inh -0.13 and STK33 inh 0.4.
`CCn1c(SCC(=O)N2CCN(c3ccccc3)CC2)nnc1-c1cc2cc(Cl)ccc2o1` gave KCNQ2 block inactive, Kir21 inh 0.74 and STK33 inh -1.3.
For CCCc1ccccc1OCCNC(C)=O the results were KCNQ2 block inactive, Kir21 inh 0.51 and STK33 inh 0.5.
For COc1cc(C(=O)NC(C)c2ccc(S(N)(=O)=O)cc2)ccc1OCC(=O)N1CCOCC1 (stereo not given) the results were KCNQ2 block inactive, Kir21 inh 1.9 and STK33 inh -0.2.
`COc1ccc(CCC(=O)NCCS(=O)(=O)N2CCN(c3ccccc3)CC2)cc1` gave KCNQ2 block inactive, Kir21 inh 0.66 and STK33 inh -1.9.
CN1CCN(C(=S)Nc2ccc(Cl)cc2Cl)CC1 was read as KCNQ2 block inactive, Kir21 inh 0.02 and STK33 inh 0.4.
CCCCCCc1ccc(N2C[C@H](Cc3ccccc3)[C@@H](CC(=O)NCc3ccc(OC)cc3)C2=O)cc1 was read as KCNQ2 block inactive, Kir21 inh -1.1 and STK33 inh 0.2.
For CCOCCN1CCN(c2c(CC)c(C)nc3cc(-c4cc(OC)cc(OC)c4)nn23)CC1 the results were KCNQ2 block inactive, Kir21 inh -0.93 and STK33 inh 1.7.
For CSc1nc(NS(=O)(=O)c2ccc(F)cc2F)nn1C the results were KCNQ2 block inactive, Kir21 inh -0.19 and STK33 inh -1.0.
For Cn1c(SCC(N)=O)nnc1-c1ccc(C(C)(C)C)cc1 the results were KCNQ2 block inactive, Kir21 inh 1.4 and STK33 inh -0.5.
For Cc1noc(NS(=O)(=O)c2ccc(NC(=O)c3cc(=O)c4ccccc4o3)cc2)c1C the results were KCNQ2 block inactive, Kir21 inh -0.32 and STK33 inh -3.1.
`CC(C)[C@H](NC(=O)c1ccco1)C(=O)NC12CC3CC(CC(C3)C1)C2` gave KCNQ2 block inactive, Kir21 inh -0.78 and STK33 inh 0.4.
Screening COc1ccccc1-c1nnc(SC(C(=O)c2c[nH]c3ccccc23)c2ccccc2)n1C (stereo not given) returned KCNQ2 block inactive, Kir21 inh -1.2 and STK33 inh -2.9.
Screening COC(=O)C1CCN(C(=O)COC(=O)[C@@H]2CC(O)CN2S(=O)(=O)c2ccc3c(c2)OCCO3)CC1 (stereo not given in full) returned KCNQ2 block inactive, Kir21 inh -0.92 and STK33 inh -0.9.
Screening CN(CC(=O)Nc1cccc(F)c1)C(=O)c1ccc2c(=O)n3c(nc2c1)CCC3 returned KCNQ2 block inactive, Kir21 inh 0.76 and STK33 inh 1.9.
CC1=C(C)NC(=S)SC1 was read as KCNQ2 block inactive, Kir21 inh 0 and STK33 inh 0.6.
For Cc1c(Cl)cccc1NC(=O)CCC(=O)NNC(=O)CCC(=O)O the results were KCNQ2 block inactive and Kir21 inh -1.6.
Clc1ccc(N=C2SCCS2)cc1 was read as KCNQ2 block inactive, Kir21 inh 0.04 and STK33 inh 0.6.
`O=C(Cc1ccc(F)cc1)Nc1nnc(SCC(=O)NC2CCCC2)s1` gave KCNQ2 block inactive, Kir21 inh -1.2 and STK33 inh -1.7.
Screening CC1/C(=N/O)CC(c2ccco2)NC1c1ccco1 (stereo not given) returned KCNQ2 block inactive, Kir21 inh 0.94 and STK33 inh 1.0.

Already shown: entries from further up.
For CCOCCN1CCN(c2c(CC)c(C)nc3cc(-c4cc(OC)cc(OC)c4)nn23)CC1 the results were KCNQ2 block inactive, Kir21 inh -0.93 and STK33 inh 1.7.
For CSc1nc(NS(=O)(=O)c2ccc(F)cc2F)nn1C the results were KCNQ2 block inactive, Kir21 inh -0.19 and STK33 inh -1.0.
For Cn1c(SCC(N)=O)nnc1-c1ccc(C(C)(C)C)cc1 the results were KCNQ2 block inactive, Kir21 inh 1.4 and STK33 inh -0.5.
For Cc1noc(NS(=O)(=O)c2ccc(NC(=O)c3cc(=O)c4ccccc4o3)cc2)c1C the results were KCNQ2 block inactive, Kir21 inh -0.32 and STK33 inh -3.1.
